PI5P4K alpha inh: PI5P4K alpha (human) kinase inhibition | P48426 | PI5P4Kalpha enzyme, ADP-Glo luminescence, 60 min; hits give low values | max response, % | 330,000 tested, 1.2% active; active means max response of -50% or lower; inconclusive means between -30% and -50%; inactive means -30% or higher; further: value at the top dose of about 77 µM; on the % scale 0 is the no-effect control and ±100 the full control effect
Target sequence (P48426 whole entry, looked up): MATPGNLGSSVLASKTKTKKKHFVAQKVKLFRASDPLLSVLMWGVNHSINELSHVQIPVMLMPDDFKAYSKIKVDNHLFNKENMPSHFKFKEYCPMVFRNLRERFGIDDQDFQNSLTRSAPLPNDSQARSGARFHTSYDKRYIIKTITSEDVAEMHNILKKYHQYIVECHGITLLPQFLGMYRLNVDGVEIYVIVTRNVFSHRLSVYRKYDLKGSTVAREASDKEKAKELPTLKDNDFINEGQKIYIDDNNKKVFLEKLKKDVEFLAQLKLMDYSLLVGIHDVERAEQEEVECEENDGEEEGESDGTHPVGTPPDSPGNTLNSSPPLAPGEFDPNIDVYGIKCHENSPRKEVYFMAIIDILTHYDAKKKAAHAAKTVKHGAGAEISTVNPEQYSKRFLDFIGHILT
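Compounds were pin-transferred onto PI5P4Kalpha and substrate in HEPES pH 7.4 buffer with EGTA, CHAPS and 5% DMSO. ATP (5 microM final) started the reaction, which ran 60 minutes at room temperature before ADP-Glo detection.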
IL2 activator: IL-2 activation. activation, % (series mostly up to about 46 µM). IL-2 activation reporter assay, cell-based qHTS; stimulated with anti-CD3/CD4/CD28 beads; in transgenic mouse T cells. 360,000 tested, 0.065% active; in the data active means activation above about 50%; inconclusive means mostly about 30% to 49%; further: 0% is about no effect
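First, unstimulated transgenic mouse T cells were exposed to compound for 60 min. Next, anti-CD3/anti-CD4-coated beads with anti-CD28 were added. Finally, after 18 h at 37 degrees C, EGFP and DsRed were imaged.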
EPAC1 antagonist: blocks human EPAC1 exchange factor | EPAC1 GEF assay, Rap1b-BODIPY-GDP exchange fluorescence | Potency, µM (top dose mostly 115 µM), for the others: at the highest dose activity change, negative = inhibition, usual class: inhibitors | O95398 | 360,000 tested, 0.14% active;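 further: potency means the concentration at half of the fitted maximal effect; plate controls were vehicle for no effect and positive control for full effect; nearly all actives have a fitted effect of over 50% in size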
Abeta yeast res: restores growth of yeast expressing A-beta42 peptide. 410,000 tested, 0.063% active. Potency, µM (titrated, usually from 46.1 µM), for the others: top-dose growth rescue, hits mostly activators. AID 1347071. yeast expressing A-beta42, growth rescue, OD600, 48 h; response scale: 0% DMSO, 100% iron-clioquinol control; further: potency means the concentration at half of the fitted maximal effect; nearly all actives have a fitted effect of over 55% in size
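Yeast A-beta toxicity model in growth medium with pinned compounds, 48 h at 30 C; growth read as absorbance at 600 nm. Normalized to FeCl3/clioquinol equimolar mix (positive) and DMSO (negative).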
FUS yeast rescue: suppressors of FUS proteinopathy in yeast | Potency, µM (top dose mostly 76.6 µM), for inactives: at the highest dose growth rescue (activation), hits mostly activators | 390,000 tested, 0.24% active | S. cerevisiae FUS-expressing, growth rescue, OD600, 24 h;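 further: potency means the concentration at half of the fitted maximal effect; plate controls were DMSO vehicle for no effect and reference control for full effect; nearly all actives have a fitted effect of over 55% in size; some results filed as inactive show a strong effect at the top dose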
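Cultures pregrown in 2.5% raffinose medium are shifted to minimal medium containing 2% galactose to express toxic FUS. Compounds are tested at several concentrations. After 24hr at 30C, growth is quantified at 600 nm absorbance.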
WRN inhibitor: inhibitors of human WRN helicase. WRN helicase unwinding, fluorescent forked duplex, kinetic. Potency, µM (top dose mostly 114 µM), for the others: at the highest dose activity change, negative = inhibition, hits mostly inhibitors. 360,000 tested, 0.46% active. AID 651768; further: potency means the concentration at half of the fitted maximal effect; on the % scale 0 is the no-effect control and ±100 the full control effect; nearly all actives have a fitted effect of over 55% in size
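Screening of the MLSMR collection measured strand separation of a quenched forked DNA duplex (100 nM) by 20 nM WRN with 2 mM ATP, all final. Compounds were preincubated with enzyme 15 min at room temperature.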
EPAC1 ag: activates human EPAC1 exchange factor | AID 720707 | 360,000 tested, 0.073% active | EPAC1 agonist qHTS, biochemical assay; response scale: 100% = response to 6.5 mM cAMP | O95398 | Potency, µM (doses to about 154 µM), inactives show at the top dose activation, hits mostly activators; further: potency means the concentration at half of the fitted maximal effect; nearly all actives have a fitted effect of over 60% in size
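Nucleotide exchange by EPAC1 (100 nM) on Rap1B–BODIPY-GDP (250 nM) in the presence of 50 uM GDP is tracked fluorescently at 480/540 nm over 30 min. Signals are normalized to a 6.5 mM cAMP control.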
PLK1 PBD block: inhibitors of human PLK1 polo-box domain binding. AID 720504. 360,000 tested, 2.8% active. Potency, µM, inactives show max response, negative = inhibition, most hits filed as inhibitors. Plk1 PBD binding of FITC phosphopeptide, fluorescence polarization; further: potency means the concentration at half of the fitted maximal effect; series mostly up to about 57 µM; on the % scale 0 is the no-effect control and ±100 the full control effect; nearly all actives have a fitted effect of over 65% in size
Target sequence (P53350 whole entry, looked up, the tested form may be a part): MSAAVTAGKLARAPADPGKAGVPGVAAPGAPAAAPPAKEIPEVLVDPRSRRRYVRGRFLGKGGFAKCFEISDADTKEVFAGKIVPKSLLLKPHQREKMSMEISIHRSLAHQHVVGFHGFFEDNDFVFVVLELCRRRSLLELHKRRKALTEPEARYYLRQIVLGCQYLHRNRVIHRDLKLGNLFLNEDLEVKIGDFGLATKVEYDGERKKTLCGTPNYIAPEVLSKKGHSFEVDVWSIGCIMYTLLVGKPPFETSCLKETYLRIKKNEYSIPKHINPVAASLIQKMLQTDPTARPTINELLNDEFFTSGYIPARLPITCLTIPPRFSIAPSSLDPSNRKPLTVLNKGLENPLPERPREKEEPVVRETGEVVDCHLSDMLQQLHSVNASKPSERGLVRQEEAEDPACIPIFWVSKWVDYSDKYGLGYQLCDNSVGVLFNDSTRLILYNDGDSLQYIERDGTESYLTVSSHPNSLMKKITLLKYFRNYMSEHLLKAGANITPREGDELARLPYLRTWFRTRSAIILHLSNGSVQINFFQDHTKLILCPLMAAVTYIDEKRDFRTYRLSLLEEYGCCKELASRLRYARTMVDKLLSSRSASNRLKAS
* hit, by the source's call; u = inconclusive; x = no result given; & = joins results of further samples; [ ] = remark or other dose. Unless noted, the call rests on the fitted dose curve; in most records, active means well fitted curve in the direction sought with a large enough effect; inconclusive means small, poorly fitted or top-dose-only effect, or another doubt; inactive means no such curve, though single readings can be large; an effect the other way counts as inactive or inconclusive.

SMILES	PI5P4K alpha inh	IL2 activator	EPAC1 antagonist	Abeta yeast res	FUS yeast rescue	WRN inhibitor	EPAC1 ag	PLK1 PBD block
Cc1ccc(SCCOCCN2CC(C)OC(C)C2)cc1 (centres undefined)	-1.5	-0.5	0.9%	-20.5%	16.4%	10.9%	-3.4%	3.9%
CCOC(=O)C1CCCN(C(=O)c2ccc(OC)c([N+](=O)[O-])c2)C1 (centres undefined)	-2.3	1.9	-3.1%	4.1%	x	-28.4%	2.8%	u
Cc1nn(CC(=O)NCCCN2CCC(N3CCCCC3)CC2)c(=O)c2cc(-c3ccccc3)nn12	-11.2	-2.9	6.9%	-18.3%	16.0%	3.3%	-1.4%	-9.4%
O=C1C(=O)N(CNc2cccnc2)c2ccccc21	9.1	-0.1	-0.7%	9.9%	-30.2%	-7.8%	-1.1%	-5.5%
Oc1ccc2nnc3c(Br)cnn3c2c1	u	1.5	49.9%[activator]	-1.5%	-3.6%	-15.7%	u	u
O=C(c1nc2ccccn2c1CNCCCn1ncc2ccccc21)N1CCCC1	2.0	-1.8	-28.7%	-7.4%	20.4%	5.4%	-4.1%	-25.9%
CCOC(=O)CNC(=O)C1Cc2ccccc2CN1S(=O)(=O)c1cccs1 (centres undefined)	-4.6	0.0	u	4.3%	16.7%	5.0%	6.9%	-16.2%
Cc1cccc(-n2c3nc(=O)[nH]c(=O)c-3cc3c(C)nn(-c4ccccc4)c32)c1C	-4.5	-3.3	10.5%	-12.6%&3.7%	16.7%	-6.7%	-7.6%	-5.2%
O=C(COc1ccccc1)NCCSCc1ccc(Cl)cc1	-1.8	-0.7	-10.1%	0.4%	x	-6.7%	-1.8%	-3.8%
Cc1ccc(SC(C)C(=O)N2CCN(c3ccccc3)CC2)cc1 (centres undefined)	4.1	-3.5	-9.0%	u	14.6%	1.3%	3.5%	-10.2%
COc1ccc(OCC(O)CN2CC(C)OC(C)C2)cc1 (centres undefined)	0.9	3.6	-9.2%	3.0%	-24.3%	4.3%	3.0%	-5.5%
COC(=O)c1cccc(NC(=O)NC(=O)c2ccc(Cl)cc2)c1	-3.2	-1.4	17.5%	-9.1%	-22.6%	5.5%	-2.4%	-2.0%
O=S(=O)(c1ccc(Br)cc1)c1nc(-c2ccccc2)oc1NCCN1CCOCC1	1.2	0.9	-0.8%	-8.4%	24.1%	-9.2%	-6.8%	-8.0%
CC(=O)Nc1c(C#N)c(-c2ccccc2)c(C#N)c(=O)n1-c1ccc(C)cc1	-21.4	-0.4	-21.2%	-10.4%	0.8%	-15.2%	2.5%	-8.6%
CCOC(=O)c1cnn2c(C(F)(F)F)cc(-c3cn(C)nc3C)nc12	14.3	0.0	-0.1%	4.3%	12.7%	-0.4%	-17.5%	-1.6%

Limited to PLK1 PBD block, FUS yeast rescue and Abeta yeast res, for some of the entries so far:
molecule	PLK1 PBD block	FUS yeast rescue	Abeta yeast res
Cc1ccc(SCCOCCN2CC(C)OC(C)C2)cc1 (centres undefined)	3.9%	16.4%	-20.5%
Oc1ccc2nnc3c(Br)cnn3c2c1	u	-3.6%	-1.5%

Sorted by the number under IL2 activator (high to low): four from the list above.
Compound	IL2 activator
O=C1C(=O)N(CNc2cccnc2)c2ccccc21	-0.1
CC(=O)Nc1c(C#N)c(-c2ccccc2)c(C#N)c(=O)n1-c1ccc(C)cc1	-0.4
O=C(c1nc2ccccn2c1CNCCCn1ncc2ccccc21)N1CCCC1	-1.8
Cc1nn(CC(=O)NCCCN2CCC(N3CCCCC3)CC2)c(=O)c2cc(-c3ccccc3)nn12	-2.9

Next part:
SMILES	PI5P4K alpha inh	IL2 activator	EPAC1 antagonist	Abeta yeast res	FUS yeast rescue	WRN inhibitor	EPAC1 ag	PLK1 PBD block
CCn1c(=O)n(CC(=O)Nc2cc(OC)ccc2OC)c(=O)c2ccccc21	-2.7	0.2	0.1%	6.8%	-20.4%	1.5%	5.9%	0.1%
O=C(NN1C(=O)C2C3C=CC(C3)C2C1=O)c1ccncc1 (centres undefined)	1.1	-3.2	18.9%	12.2%	-22.4%	4.5%	-3.9%	-4.2%
NS(=O)(=O)c1ccc(NC(=O)c2cccc(Cl)c2)cc1	-1.9	1.7	-3.8%	2.7%	14.6%	-8.3%	5.1%	-3.6%
COc1cc(C(=O)NC(=S)NC(C)C)cc(OC)c1OC	15.3	0.9	-0.7%	23.6%	x	-15.1%	-1.1%	6.6%
O=C(CCn1cccc1)Nc1ccccc1F	9.3	-0.5	14.0%	-0.7%	13.0%	4.4%	-0.3%	-6.1%
N/C(=N\OC(=O)CC(c1ccccc1)c1ccccc1)c1cccnc1	0.6	2.2	8.8%	-19.5%	15.8%	-6.0%	-5.2%	1.1%
COc1ccccc1CNC(=O)c1n[nH]c2ccccc12	2.9	0.0	-17.1%	-11.3%	15.8%	-5.1%	12.7%	-9.0%
Cc1ccc(NC(=O)C(C)N2C(=O)C3C4CC(C(Br)C4Br)C3C2=O)cc1 (centres undefined)	6.8	-1.1	2.9%	u	14.7%	-4.0%	5.3%	-2.3%
O=C(CC(=O)c1ccccc1)Nc1cccc([N+](=O)[O-])c1	2.6	-1.3	-7.8%	9.8%	-6.3%	2.0%	-1.9%	2.0%
Cc1csc(SCC(=O)Nc2ccc(C)c(S(=O)(=O)N(C)C)c2)n1	-0.8	-2.5	6.5%	-2.8%	14.2%	-0.6%	-0.1%	-2.1%
CCN(CC(=O)Nc1c(F)cccc1F)C(=O)c1ccc(C)c(S(=O)(=O)N2CCCCC2)c1	1.1	-0.5	-9.1%	-3.8%	7.7%	1.2%	6.0%	4.8%
COc1ccc(/C=C2\CCCC(C(=O)C(F)(F)F)=C2O)cc1	2.9	-3.1	-1.7%	0.5%	10.3%	-0.6%	2.3%	u
Cc1cc(C)cc(N(CC(=O)NCc2ccco2)C(=O)CCC(=O)Nc2nccs2)c1	-0.4	2.4	5.9%	11.1%	5.9%	-0.2%	8.1%	-20.2%
CCCCNC(=O)Cn1c(-c2ccc(OC)cc2)noc1=O	x	-0.8	5.8%	-10.4%	15.4%	-4.2%	6.1%	-6.8%
O=C(NCC1CCCO1)c1c(O)nc2sccn2c1=O (centres undefined)	-7.3	-0.4	-17.3%	27.2%	3.8%	-3.7%	6.8%	-7.4%
CC/C=C/C(=O)N1CC2(CC(c3cccc(NC(=O)CC(c4ccccc4)c4ccccc4)c3)=NO2)C[C@@H]1C(N)=O (some centres undefined)	-8.4	-0.4	-2.5%	-7.4%	u	-5.2%	-0.4%	-9.8%
Nc1nc(Nc2ccc(Cl)cc2Cl)nc(C(F)(F)F)n1	2.3	-0.3	0.6%	u	-10.0%	-3.2%	3.3%	-1.3%
CC(NC(=O)C1CCN(S(=O)(=O)N2CCCCCC2)CC1)c1ccccc1 (centres undefined)	x	4.8	5.0%	13.4%	8.4%	3.4%	-4.0%	1.6%
Cc1ccccc1-c1nnn(CC(=O)Nc2ccc3c(c2)OCCO3)n1	-0.5	-3.8	-22.5%	2.5%	5.7%	u	3.9%	-11.1%
CCOc1ccc(NC(=O)COc2coc(CN3CCc4ccccc4C3)cc2=O)cc1	3.6	4.8	-17.1%	0.5%	0.1%	-23.5%	-2.5%	-12.7%
CN1/C(=C\P(=O)(N(C)C)N(C)C)C(C)(C)c2ccccc21	x	-0.7	5.8%	-11.5%	29.0%	50.1µM*	-14.4%	-8.0%
CC(C)C[C@H](NC(=O)OC(C)(C)C)C(=O)N1CCC(C(=O)N[C@@H](Cc2ccccc2)C(=O)O)CC1	x	-2.2	2.2%	0.7%	9.9%	1.3%	7.6%	-13.6%
Fc1cccc(F)c1-c1nc(-c2ccncc2)no1	6.7	-0.6	-2.1%	8.1%&16.8%	-6.5%&5.9%	6.1%	-5.3%	-2.4%
CCCCCC(=O)Nc1cccc(C2=NOC3(C2)C[C@@H](C(N)=O)N(C(=O)C2(C)CC2)C3)c1 (some centres undefined)	2.1	-0.5	-14.8%	-6.5%	7.2%	3.4%	11.9%	0.2%
O=C(Cc1ccc(Cl)cc1)N1CCN(c2ccccc2)CC1	3.3	1.9	-24.5%	-7.8%	16.3%	-4.7%[57.1 µM]	3.7%	-15.0%
O=c1c2ccccc2[nH]c(=S)n1Cc1ccccc1Cl	-4.7	0.5	-6.6%	10.8%	-1.5%	9.7%	3.7%	-6.0%
CC(C)C(=O)NC(=S)Nc1c(Cl)ccc2nsnc12	1.5	2.0	2.4%	-7.3%	-5.3%	-2.8%	2.0%	-13.0%
Cc1cccc(C(=O)NC(=S)NNC(=O)c2ccccc2Cl)c1	-9.7	3.7	2.9%	u	x	-3.7%	-13.5%	-15.4%
NC(=O)[C@@H]1CCCNc2c(I)cc([N+](=O)[O-])cc2C(=O)N[C@@H](CO)C(=O)NCC(=O)N1	-3.7	0.3	-9.0%	-2.3%	-7.4%	3.3%	7.3%	-13.0%
COc1ccc(NC2CCCN(C(=O)CSc3ccncc3)C2)cc1 (centres undefined)	-5.3	-3.2	10.4%	-10.1%	x	-27.0%	0.1%	-21.7%
CCN(CC)S(=O)(=O)c1ccc(NC(=O)CO/N=C(\N)c2ccccc2)cc1	-5.2	-1.4	-17.9%	-7.3%	8.5%	3.0%	3.5%	-5.8%
O=c1[nH]c(CN2CCN(S(=O)(=O)c3ccccc3C(F)(F)F)CC2)nc2sc3c(c12)CCCC3	1.7	0.8	-4.3%	34.4%	18.6%	-6.6%	5.8%	5.4%
CCOC(=O)C(NC(=O)CC(C)C)(Nc1sc2c(c1C(N)=O)CCCC2)C(F)(F)F (centres undefined)	4.9	-0.4	-8.0%	3.3%	x	-2.0%	-8.5%	-17.1%
Cc1nnc(SC(C)C(=O)NC2CCCCC2C)n1N (centres undefined)	0.7	-0.4	-6.8%	2.9%	-6.8%	3.3%	6.2%	3.1%
CCCCNC(=O)/C(=C/c1ccco1)NC(=O)c1ccco1	1.4	-0.8	-18.3%	17.5%	8.4%	-3.6%	2.8%	-20.5%
CNS(=O)(=O)c1cccc(C(=O)OC2CCOC2=O)c1 (centres undefined)	0.6	0.5	10.1%	-17.4%	4.4%	-2.8%	15.3%	-3.3%
O=C(Cn1c(=O)n(CC2CCCO2)c(=O)c2ccccc21)N1CCN(c2ccccc2)CC1 (centres undefined)	-4.8	-0.5	1.3%	-0.6%	8.5%	-10.8%	2.4%	-4.8%
COc1cccc(-n2cc(C(=O)NCCCOC(C)C)c3ccccc3c2=O)c1	-8.7	-0.5	13.7%	-6.3%	38.4%	3.0%[57.1 µM]	-3.7%	-12.2%

Screening data (PubChem)
